Source: PubChem BioAssay
Vc quorum ag: inducers of Vibrio cholerae quorum light production without autoinducers, primary screen, BH1578 luxS cqsA deficient, single point; V. cholerae BH1578 lux reporter, luminescence, 6 h; activation, % at 18.7 µM; 0.16% of 350,000 active; AID 588436, 2011; in the data active = activation mostly above about 9.7%, no sharp cut-off; inconclusive = no clear call, values can overlap the other calls; inactive = mostly below about 3.7%; also: not every result past the cut was called active; inactives centre near 0; reference of the scale not given here
PfHsp40 yeast: rescue of yeast from PfHsp40 toxicity, primary screen, S. cerevisiae, ATP luminescence | S. cerevisiae expressing PfHsp40, growth rescue | growth rescue, % at 12.5 µM | 0.68% of 340,000 active; in the data active = growth rescue above about 28%, passing the limit was not always enough; inconclusive = no clear call, values can overlap the other calls;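 also: yeast W303a lacking pdr1 and pdr3 grown in galactose medium; growth measured after three days at 30 °C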
Rv3671c protease: Rv3671c serine protease inhibitors, primary screen, biochemical, fluorescence polarization, M. tuberculosis H37Rv; inhibition, % at 5.96 µM; 0.048% of 320,000 active; in the data active = inhibition above about 38%;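 also: extracellular domain of Rv3671c used as enzyme; 0% = enzyme with DMSO and 100% = no enzyme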
Target sequence (P9WHR9 whole entry, looked up, the tested form may be a part): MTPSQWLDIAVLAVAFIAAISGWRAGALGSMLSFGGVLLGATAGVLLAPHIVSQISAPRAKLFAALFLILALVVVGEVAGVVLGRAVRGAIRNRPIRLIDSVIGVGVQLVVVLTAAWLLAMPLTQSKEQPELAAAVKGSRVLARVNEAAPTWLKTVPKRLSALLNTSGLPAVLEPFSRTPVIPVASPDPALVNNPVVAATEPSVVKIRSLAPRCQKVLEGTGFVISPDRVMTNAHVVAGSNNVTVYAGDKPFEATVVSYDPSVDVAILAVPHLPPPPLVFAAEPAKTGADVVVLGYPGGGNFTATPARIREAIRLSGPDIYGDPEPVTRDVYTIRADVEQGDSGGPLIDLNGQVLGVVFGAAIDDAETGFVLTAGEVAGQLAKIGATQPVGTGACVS
Anthrax LF prot: Bacillus anthracis LF protease inhibitors, primary screen, biochemical, multiplex microsphere, MLPCN library | Lethal factor (Bacillus anthracis), P15917 | multiplex microsphere protease cleavage assay | inhibition, % at 10 µM | 0.12% of 360,000 active | AID 588501, 2011; in the data active = inhibition above about 30%; inconclusive = no clear call, values can overlap the other calls; also: plate controls were buffer without enzyme for full effect and enzyme alone for no effect
MazF activator: activators of E. coli MazEF toxin-antitoxin RNase, primary screen, biochemical, fluorescence, uHTS; 0.32% of 350,000 active; activation, % at 20 µM; Endoribonuclease toxin MazF (Escherichia coli (strain K12)), P0AE70; FAM/BHQ RNA-DNA oligo cleavage fluorescence, 5 h; in the data active = activation above about 50%
Target sequence (P0AE70 whole entry, looked up): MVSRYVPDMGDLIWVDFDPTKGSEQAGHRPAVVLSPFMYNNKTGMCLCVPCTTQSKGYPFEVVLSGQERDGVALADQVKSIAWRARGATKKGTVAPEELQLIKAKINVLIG
Y pestis TopoI: Yersinia pestis topoisomerase I inhibitors, primary screen, biochemical, cleavage product accumulation, plate reader, single point; 0.064% of 360,000 active; Y. pestis Topo-I cleavage product accumulation; activity, % at 10 µM; in the data active = activity above about 50%, passing the limit was not always enough; inconclusive = no clear call, values can overlap the other calls; also: inactives centre near 2
PriA SSB inh: inhibitors of Klebsiella pneumoniae PriA binding to SSB C-terminal tail, primary screen, biochemical, AlphaScreen; 0.6% of 430,000 active; AlphaScreen SSBct-PriA binding, biotinylated peptide; PriA–SSB C-terminal tail interaction (Klebsiella pneumoniae); inhibition, % at 33 µM; in the data active = inhibition mostly above about 37%, no sharp cut-off; inactive = mostly below about 20%;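 also: plate controls were negative control peptide for no effect and reference peptide for full effect; strong numbers were not always called active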
3CLpro inhibitor: SARS-CoV 3CLpro protease inhibitors, primary screen, biochemical, quenched FRET. AID 1706, 2009. Replicase polyprotein 1ab (Severe acute respiratory syndrome coronavirus), P0C6X7. 0.14% of 290,000 active. inhibition, % at 6 µM. recombinant SARS-CoV 3CLpro, quenched FRET peptide cleavage; in the data active = inhibition above about 12%
DUSP3 inh: VHR1 phosphatase inhibitors, primary screen, biochemical, absorbance, uHTS | 0.52% of 290,000 active | AID 1654, 2009 | Dual specificity protein phosphatase 3 (Homo sapiens), P51452 | inhibition, % at 13.3 µM | recombinant VHR phosphatase, pNPP absorbance; in the data active = inhibition above about 50%; also: some compounds called inactive have numbers as strong as hits
Target sequence (P51452 whole entry, looked up): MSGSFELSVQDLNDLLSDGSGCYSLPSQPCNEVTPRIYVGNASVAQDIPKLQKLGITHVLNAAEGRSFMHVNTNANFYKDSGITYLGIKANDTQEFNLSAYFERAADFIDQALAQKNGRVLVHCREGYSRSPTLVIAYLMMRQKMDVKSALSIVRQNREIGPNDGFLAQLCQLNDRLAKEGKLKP
TcdB inh: TcdB glycohydrolase inhibitors, primary screen, biochemical, single point, plate reader; inhibition, % at 9.99 µM; 0.24% of 350,000 active; Toxin B (Clostridioides difficile), P18177; TcdB glycohydrolase enzymatic assay; in the data active = inhibition above about 10%
* hit, by the source's call; i = inactive; ? = inconclusive; . = not tested or not shown; & = joins results of further samples. Not all compounds are listed. The share of hits here may be higher or lower than overall.

Structure	Rv3671c protease	PfHsp40 yeast	MazF activator	Vc quorum ag	3CLpro inhibitor	PriA SSB inh	DUSP3 inh	Anthrax LF prot	Y pestis TopoI	TcdB inh
O=C(NC1CC2CCCC(C1)N2C(=O)NC1CCCCC1)c1ccc(F)cc1 (stereo unspecified)	3	-0.1	-4	-0.2	-3	4	38	-6	-3	.
CN1CCN(c2ccc([N+](=O)[O-])cc2/C=N/NC(=O)c2cccc([N+](=O)[O-])c2)CC1	-7	.	.	.	-2	.	-14	.	.	-1.6
Cc1cc(C(=O)N2CCN(S(=O)(=O)c3ccccc3C#N)CC2)c(C)o1	2	0.8	-3	i	.	10	.	4	3	0.3
CCOc1ccc(S(=O)(=O)N2CCOCC2)cc1NC(=O)CSCC(=O)Nc1ccc(OC)cc1	.	-0.5	-5	-1.8	.	-2	.	-8	3	0.0
COc1ccc(Cl)cc1S(=O)(=O)NC(C)C(=O)NCc1ccc2c(c1)OCO2 (stereo unspecified)	6	-1.4	-1	-0.1	0	-10	19	13	3	-2.2
COc1ccccc1Nc1nc(N)nc(CN2CCCCC2)n1	-7	-0.2	2	-2.2	-2	-5	-4	0	-7	-0.8
COCCCNC(=O)C12CCC(C)(C(=O)C1)C2(C)C (stereo unspecified)	-6	8.4	1	i	-4	-8&-8	10	-1	2	.
COc1ccccc1N1CCN(CC(=O)Nc2cccc(F)c2)CC1	1	-0.8	4	1.2	-2	-15	1	-1	5	.
CC1CCCCN1c1ncnc(N)c1[N+](=O)[O-] (stereo unspecified)	3	1.3	6	i	1	8	-2	-6	-8	1.2
O=C(NCCN1CCOCC1)c1ccc(Cl)cc1O	-7	1.0	8	-0.2	-5	-1	28	0	10	1.4
C=CCc1c(NCCO)nc(C)[nH]c1=O	6	1.0	-8	-0.2	1	-7	1	0	3	.
Cc1nc(C(=O)N(C)C)nn1-c1cc(Cl)ccc1Cl	-4	1.1	4	-0.7	3	-8	-11	0	3	.
N#Cc1cc(C(=O)c2cc(F)ccc2O)cn(Cc2ccccc2)c1=O	3	-0.1	-4	i	2	6	-8	0	6	2.8
COc1ccc(OC)c(C2NC(=O)CCC2[N+](=O)[O-])c1 (stereo unspecified)	3	3.2	2	-0.3	-1	-14	31	-5	6	1.4
Cn1c(SCC(=O)NC2CCCCC2)nnc1-c1cccnc1	-4	0.5	-18	-0.2	-11	-8	41	1	2	-1.2
O=c1c(S(=O)(=O)c2ccc(Cl)cc2)cn(Cc2ccccc2F)c2ccc(F)cc12	-12	-1.0	-5	-0.3	3	-6	8	1	10	0.0
O=C(COC(=O)C1CC2CCCC(C1)C2=O)Nc1ccccc1 (stereo unspecified)	3	-0.2	5	i	.	-8	.	-3	1	2.6
Fc1ccccc1-c1nc2ncccc2o1	-8	0.4	1	-0.3	4	-2	16	-1	1	0.0
COc1ccccc1C1CC(c2ccc(Cl)cc2)Nc2nc(N)nn21 (stereo unspecified)	1	-1.2	1	-0.3	2	11	32	11	-6	.
COc1ccc(C(C)(NC(C)=O)c2nc(-c3cccc4cccnc34)cs2)cc1 (stereo unspecified)	.	.	.	i	.	.	.	4	-10	0.8
Cc1c(NS(=O)(=O)c2cccc(C(=O)NCc3ccccc3)c2)c(=O)n(-c2ccccc2)n1C	5	1.1	2	-0.1	-9	0	21	-4	-7	.
CCCN(CC(=O)Nc1ccccc1C)C(=O)c1ccc(N2CCOCC2)c([N+](=O)[O-])c1	-4	-0.1	3	i	.	1	.	4	-2	1.3
CCOC(=O)C1CCN(C(=S)NC(=O)c2cccs2)CC1	-8	0.2	11	-0.3	-1	9	2	0	-1	0.7
COc1cccc(OC)c1C(=O)Nc1nnc(-c2ccc(F)cc2)s1	-2	2.9	4	0.6	-4	0	-4	-1	10	-0.1
COc1cc(NC(=O)c2ccc(=O)[nH]n2)cc(OC)c1OC	-5	-0.7	5	-1.7	3	3	40	-4	1	0.1
COc1ccc(OCc2nc3ccccc3[nH]2)cc1	1	2.8	6	i	-2	1	-6	-3	-8	.
COc1ccc(/C=C2\N=C(C)N(c3ccc(C(=O)O)cc3)C2=O)cc1OC	-4	-1.5	4	-0.4	3	4	5	-1	6	.
COc1cc(/C=C2\C(=O)N(c3cccc(C(=O)O)c3)N=C2C)ccc1OCc1ccccc1	.	.	-9	-1.4	.	.	.	-9	-8	-0.9
Cc1ccc(C)c(S(=O)(=O)N2CCCC2CNC(=O)C(=O)NC2CC2)c1 (stereo unspecified)	-8	-0.8	8	-1.4	.	-12	.	2	0	3.5
COc1ccccc1C/C(N)=N/OC(=O)COc1cccc(C)c1C	-3	0.6	-6	i	3	.	13	0	5	0.2

Next section, overlapping the part above by two compounds.
Structure	Rv3671c protease	PfHsp40 yeast	MazF activator	Vc quorum ag	3CLpro inhibitor	PriA SSB inh	DUSP3 inh	Anthrax LF prot	Y pestis TopoI	TcdB inh
Cc1ccc(C)c(S(=O)(=O)N2CCCC2CNC(=O)C(=O)NC2CC2)c1 (stereo unspecified)	-8	-0.8	8	-1.4	.	-12	.	2	0	3.5
COc1ccccc1C/C(N)=N/OC(=O)COc1cccc(C)c1C	-3	0.6	-6	i	3	.	13	0	5	0.2
CCOC(=O)c1nn(-c2ccccc2)c(C#N)c1N	-28	-0.2	5	0.0	1	-9	2	-1	-2	-0.1
COc1cc(Cl)c(C)cc1NC(=O)Cc1ccc(OC)c(OC)c1	-5	1.4	-8	-0.2	-2	-13	-28	-2	10	0.7
CCOC(=O)C(=NC1CCS(=O)(=O)C1)NNc1ccccc1Cl (stereo unspecified)	-8	0.6	7	-0.1	-6	-6	19	0	4	-0.2
Cc1ccc(S(=O)(=O)N2CCN(C(=O)c3cc(C4CC4)nc4c3cnn4C(C)C)CC2)cc1	7	-0.3	-11	0.4	.	-5	.	-4	13	0.4
CCOc1ccc(NC(=S)N2CCN(S(C)(=O)=O)CC2)cc1	.	0.1	-2	-0.1	-4	-2	4	-3	7	0.2
CC(=O)NCC(=O)NC1CCCc2c1cnn2-c1ccccc1F (stereo unspecified)	-7	1.0	3	4.0	-3	-8	12	4	2	1.2
Cc1ccc(C(=O)NCC(=O)NCCSc2ccc(Br)cc2)cc1	6	0.3	0	-0.3	.	3	.	?	4	-3.3
CCCCNC(=O)C1CCN(c2nc(OC)nc(OC)n2)CC1	-1	-0.8	3	-0.2	0	-18	13	-4	-1	.
COCCCNc1nc2c(c(=O)n(Cc3ccc(F)cc3)c(=O)n2C)n1C	-1	-1.0	3	-0.3	-7	-7	.	9	-6	5.8
CCOC(=O)C1CCN(C(=O)c2cc(-c3ccncc3)nc3ccccc23)CC1	5	-1.0	-15	0.9	.	-6	.	0	2	1.8
CC(NC(=O)COc1cccc(Br)c1)C(=O)O (stereo unspecified)	-5	5.9	10	i	5	-5	6	-2	-7	1.4
C=C(C)Cn1c(C)cc(C)c(S(=O)(=O)c2ccccc2C)c1=O	4	-0.3	-4	0.9	5	-43	14	-2	40	.
Cc1ccc(CNC(=O)CCS(=O)(=O)c2cccc3nsnc23)cc1	3	-0.7	2	i	-3	-3	-6	-4	-3	.
Cc1ccc(CN2CCN(Cc3cn(C)nc3-c3ccccc3)CC2CCO)o1 (stereo unspecified)	-4	0.2	5	-0.5	2	0	18	4	5	1.7
Cc1ccsc1/C=N/NC(=O)c1ccc(Cn2cc(Br)cn2)o1	-12	-0.7	0	-2.7	-1	.	18	-7	-9	.
C/C(O)=C\c1nc2ccccc2oc1=O	2	-0.7	-5	2.8	1	.	14	-2	-1	.
Cc1nc(SCc2nc3c(F)cccc3[nH]2)c2oc3ccccc3c2n1	-8	2.5	-3	-0.8	.	-9	.	-14	25	0.6
O=C(CSc1ccc(-c2cccc([N+](=O)[O-])c2)nn1)NC1CCCC1	0	-1.1	8	2.8	-4	-4&-8	21	-2	6	1.6
Cc1ccc(-c2csc(C(O)(c3ccccc3)C(F)(F)F)n2)cc1C (stereo unspecified)	.	.	.	-0.4	.	.	.	-2	-4	1.2
CC(=O)Oc1ccc(C(=O)Nc2ccccc2C(=O)N2CCCCC2)cc1	8	0.2	-5	-0.3	0	4	31	-6	-7	2.1
O=C(Nc1cccc(Cc2ccccc2)c1)Nc1ccc2nc([C@@H]3O[C@H](CO)[C@@H](O)[C@H](O)[C@H]3O)[nH]c2c1	.	.	.	i	.	.	.	-3	-7	1.3
COc1ccc(C(C(=O)NCc2ccccc2)N(C(=O)c2snc(C(N)=O)c2N)c2ccccc2OC)cc1 (stereo unspecified)	4	0.0	-32	-0.6	7	1	14	-6	16	-4.5
COc1cc(CC(=O)Nc2cc(S(=O)(=O)N3CCOCC3)ccc2N2CCCC2)cc(OC)c1OC	.	-1.5	-3	i	.	-27	.	-3	-2	-0.1
CN(Cc1ccccc1)C(=O)c1ccc(S(=O)(=O)N(C)c2ccccc2)cc1	-1	1.4	3	0.0	.	-9	.	3	26	1.2
Cc1ccccc1-c1cc(C(=O)NCc2ccco2)nn1CC1CC(c2cccc([N+](=O)[O-])c2)=NO1 (stereo unspecified)	-8	0.1	-2	-0.5	.	5	.	-7	30	0.9
Cc1nc(SCC(=O)N(C)C2(C#N)CCCCC2)c2ccccc2n1	6	-1.2	-20	-0.4	.	-4	.	3	0	0.5
CNS(=O)(=O)c1cccc(C(=O)OCC(=O)c2ccc(S(=O)(=O)N3CCCCC3)cc2)c1	-7	-0.1	-2	i	.	1	.	?	17	0.6
C/C(=N\Nc1nc(-c2ccccc2O)nc2ccccc12)c1ccccc1	-5	-1.3	11	i	1	.	11	2	-4	-6.0
CCOC(=O)N1CCN(Cc2nnc(-c3ccccc3C)o2)CC1	-7	-0.2	5	0.3	-9	-2	-14	-9	9	3.0
Cc1ccc(/C=N\NC(=O)Cc2noc3ccccc23)cc1	-3	-0.8	-4	-0.8	-1	.	16	-9	9	0.8
O=C(Nc1cccc(Cn2cccn2)c1)c1cc2c(s1)CCCC2	-12	3.9	7	-1.8	3	-6	-2	-8	1	.
COc1ccc(N2CCN(C(=O)COC(=O)Cc3cccc(OC)c3)CC2)cc1	1	0.0	2	i	.	9	.	-1	-4	1.3
OCCC1CN(Cc2c(F)cccc2Cl)CCN1C1CCCCC1 (stereo unspecified)	5	1.2	3	i	-2	-7	4	-1	5	1.8
CCCS(=O)(=O)NC(=O)C1(C)CCCN(C(=O)C2(c3ccc(Cl)cc3)CCCC2)C1 (stereo unspecified)	.	.	.	0.5	.	.	.	2	0	-0.3
COc1ccc(C(=O)c2ccc(Cl)cc2)cc1	6	-1.2	-3	i	-2	-28	-2	-4	4	.
CCc1ccc(NC(=O)c2ccc3nc(N)sc3c2)cc1	-24	-2.2	1	i	3	-14	9	0	-11	.
COCOc1ccc(/C=C2/Oc3cc(OCOC)cc(OCOC)c3C2=O)c(OCOC)c1	-1	.	-20	-0.3	.	-18	.	16	2	.
c1cnc(-c2noc(CN3CCN(C4C5CC6CC(C5)CC4C6)CC3)n2)cn1 (stereo unspecified)	-6	-0.2	3	-0.2	5	1	15	0	0	0.3
